# Screening data as filed in PubChem BioAssay.
# ssDAF-12 act: S. stercoralis DAF-12 nuclear receptor activators, primary screen, cell-based, luminescence, HEK293, GRIP1 co-expression, lit1-tk-luc; HEK293 ssDAF-12/GRIP1 lit1-tk-luc reporter; % of 3 µM dafachronic acid response; activation, % at 6.8 µM; actives 1% (n = 370,000); AID 652126, 2013;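 active means activation above the mean over all tested compounds plus 3 SD, cut at about 0.9% in these data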;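 further: 0% = DMSO-only wells and 100% = 3 µM delta7-dafachronic acid wells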
# ADAM17 inh: ADAM17 inhibitors, primary screen, biochemical, QFRET; Disintegrin and metalloproteinase domain-containing protein 17 (Homo sapiens), P78536; recombinant ADAM17, EDANS/DABCYL FRET peptide cleavage; inhibition, % at 6.95 µM; actives 0.83% (n = 370,000); AID 720648, 2013;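 active means inhibition above the mean of compounds lying between control limits plus 3 SD, set per campaign, cut at about 8.5% in these data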;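 further: 0% = DMSO-only wells as the low control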
# hcDAF12 agonist: H. contortus DAF-12 nuclear receptor activators, primary screen, cell-based, luminescence, HEK293, lit1-tk-luc reporter. HEK293 hcDAF-12 lit1-tk-luc reporter; 0% DMSO, 100% Δ7-dafachronic acid. actives 1.4% (n = 370,000). AID 652067, 2013. activation, % at 6.8 µM;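 active means activation above the mean of all tested compounds plus 3 SD, cut at about 5.5% in these data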;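 further: 100% = response to 3 µM Δ7-dafachronic acid high control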
# DAX1 inh-1: DAX1 (NR0B1) inhibitors, primary screen, cell-based, HEK293, Gal4-DAX1, luciferase luminescence | Nuclear receptor subfamily 0 group B member 1 (Homo sapiens), P51843 | HEK293 Gal4-DAX1 luciferase reporter | inhibition, % at 6.75 µM | actives 0.99% (n = 340,000) | AID 504766, 2011;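 active means inhibition above the mean over all tested compounds plus 3 SD, cut at about 4.2% in these data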;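 further: 0% = DAX1-transfected cells with DMSO and 100% = empty-vector control cells with DMSO; inhibition shows as a rise in luminescence from relieved DAX1 repression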
# Target sequence (P51843 207-470 limits assumed): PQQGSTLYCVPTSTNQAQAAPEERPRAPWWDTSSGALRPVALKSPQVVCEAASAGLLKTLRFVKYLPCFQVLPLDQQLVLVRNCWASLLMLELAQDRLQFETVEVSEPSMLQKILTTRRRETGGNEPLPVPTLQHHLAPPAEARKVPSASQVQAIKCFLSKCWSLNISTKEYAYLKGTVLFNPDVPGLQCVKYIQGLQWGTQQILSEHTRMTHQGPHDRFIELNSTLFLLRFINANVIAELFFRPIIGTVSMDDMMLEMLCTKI
# PLC-beta3 inh: human PLC-beta3 inhibitors, primary screen, biochemical, fluorescence; 1-phosphatidylinositol 4,5-bisphosphate phosphodiesterase beta-3 (Homo sapiens), Q01970; Purified PLC-beta3, fluorogenic substrate; inhibition, % at 12.2 µM; actives 0.18% (n = 370,000); AID 720704, 2013; in the data active means inhibition above about 11%;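 further: 0% = median of compound wells on plate and 100% = full blocker control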
# Rev-erbA mod: modulators of Rev-erb alpha DNA binding, primary screen, biochemical, FITC-DNA, fluorescence polarization, uHTS; Nuclear receptor subfamily 1 group D member 1 (Homo sapiens), P20393; Rev-erbα–FITC-DNA binding, 90 min; activity, % at 10 µM; actives 0.79% (n = 370,000); AID 1259318, 2017;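 active means activity above about 14%, limit read from the data; passing the limit was not always enough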;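 further: 0% = DMSO wells with 35 nM protein and 100% = DMSO wells with 750 nM protein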
# DAX1 inh-2: DAX1 (NR0B1) inhibitors on StAR promoter, primary screen, cell-based, luminescence, SF-1 (NR5A1), full-length DAX-1; inhibition, % at 6.8 µM; actives 1.1% (n = 370,000); AID 652010, 2013; HEK293T StAR-luciferase reporter, SF-1/DAX-1 repression relief;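 active means inhibition above the mean over all tested compounds plus 3 SD, cut at about 3.6% in these data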;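 further: 0% = DAX-1 cells with DMSO and 100% = cells lacking DAX-1 with DMSO; higher inhibition means more luminescence from relief of DAX-1 repression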
# MBD2 inh: inhibitors of MBD2 binding to methylated DNA, primary screen, biochemical, TR-FRET, DNA-binding domain, human; AID 686964, 2013; actives 0.31% (n = 370,000); inhibition, % at 4.4 µM; MBD2 binding to methylated oligonucleotide; Methyl-CpG-binding domain protein 2 (Homo sapiens), Q9UBB5; in the data active means inhibition above about 13%
# Target sequence (Q9UBB5 whole entry, looked up, the tested form may be a part): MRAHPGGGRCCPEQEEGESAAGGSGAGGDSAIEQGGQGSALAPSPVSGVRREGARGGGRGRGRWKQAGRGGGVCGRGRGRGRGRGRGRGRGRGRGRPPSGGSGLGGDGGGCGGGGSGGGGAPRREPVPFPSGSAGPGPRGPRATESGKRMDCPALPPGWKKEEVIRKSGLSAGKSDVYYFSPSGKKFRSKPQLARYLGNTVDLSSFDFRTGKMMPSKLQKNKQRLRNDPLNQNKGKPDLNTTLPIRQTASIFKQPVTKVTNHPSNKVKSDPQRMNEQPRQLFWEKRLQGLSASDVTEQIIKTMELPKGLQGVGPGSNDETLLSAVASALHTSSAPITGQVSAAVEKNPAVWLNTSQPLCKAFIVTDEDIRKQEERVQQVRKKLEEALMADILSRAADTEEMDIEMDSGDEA
# hgDAF-12 ag: H. glycines DAF-12 receptor agonists, primary screen, cell-based, luminescence, HEK293, GAL4 fusion, UAS-luciferase; Nuclear hormone receptor DAF-12 (Heterodera glycines), GAL4 fusion; HEK293 GAL4-hgDAF12 UAS-luciferase reporter, agonist luminescence; normalized to butyrate control; activation, % at 6.8 µM; actives 1.8% (n = 370,000); AID 687014, 2013;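 active means activation above a cutoff set at the mean of all screened compounds plus 3 SD, cut at about 10% in these data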;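 further: 0% = DMSO wells and 100% = sodium butyrate wells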
# PLCg1 inh: PLC-gamma1 enzyme inhibitors, primary screen, biochemical, fluorescence, purified enzyme; fluorogenic substrate; inhibition, % at 12.2 µM; actives 0.84% (n = 370,000); AID 720700, 2013; in the data active means inhibition above about 9.5%
# SMARCA2 act: SMARCA2 (BRM) function activators, primary screen, cell-based, luminescence, high throughput. activation, % at 9.1 µM. AID 652017, 2013. actives 1% (n = 370,000). MG213 cells, MMTV-luciferase reporter, dexamethasone, overnight; in the data active means activation above about 7.8%;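 further: 0% = vehicle wells and 100% = reference activator wells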
# Active calls of the source: *; · = no result given. This is a random part of the collection; 7.4% or so of the library scored in one or more.
# Screens in order: ssDAF-12 act, ADAM17 inh, hcDAF12 agonist, DAX1 inh-1, PLC-beta3 inh, Rev-erbA mod, DAX1 inh-2, MBD2 inh, hgDAF-12 ag, PLCg1 inh, SMARCA2 act
C[C@@H]1CN([C@H](C)CO)C(=O)CCCn2nncc2CO[C@H]1CN(C)S(=O)(=O)c1ccc(Oc2ccccc2)nc1
  -1.2, -3, -0.3, 0.4, 3, -7, 0.5, 1, 1.8, 2, -1
COCCNC(=O)CN1C(=O)NC2(CCCc3cc(OC)ccc32)C1=O (stereo not given)
  -1.3, -2, -1.6, 1.9, -3, 0, -0.1, -1, -0.6, -15, -2
Cc1cc(=O)oc2cc(OCC(=O)Nc3ccc4[nH]c(=O)[nH]c4c3)ccc12
  -0.5, -7, 0.7, 1.2, -11, 5, 0.5, 2, -1.8, -2, -1
Cc1ccc(CSc2nnc(CCCCCNC(=O)OC(C)(C)C)o2)cc1
  -2.0, -1, -2.1, -0.8, -6, 0, -0.3, 3, -0.9, -4, -7
Cc1nn(C)cc1/C=C/C(=O)c1ccc(O)cc1
  -0.8, -2, 3.4, 1.4, 1, 0, 1.5, -8, 11*, 6, 7
CCC1(COC(NC(=O)c2cccnc2)(C(F)(F)F)C(F)(F)F)COC1
  -1.6, -5, -1.3, 0.3, 3, -2, 0.0, -5, -2.5, 2, -2
Cc1ccc(/C=C/C(=O)OCC(=O)Nc2ccc3[nH]c(=O)[nH]c3c2)o1
  -1.3, -3, -0.6, 1.5, -10, 6, -0.5, 1, 0.3, -4, -2
O=C(CCCc1ccccn1)c1ccccc1
  0.4, 0, 7.7*, 0.5, 1, -2, 5.6*, 3, 18*, 0, 4
COc1cc2c(cc1NC(=O)COC(=O)CNC(=O)c1ccccc1)oc1ccccc12
  -0.5, -9, 2.7, 1.7, -5, 9, 2.0, 1, 6.8, 0, 4
O=C(NNC(=O)C1[C@H]2CCCC[C@@H]12)Nc1cccc2ccccc12 (stereo not given in full)
  -1.1, -15, 0.9, -1.8, -18, -1, -0.5, 2, 1.6, -9, 0
COC(=O)c1ccc(N2CN=C(c3ccc(C)cc3)NC2=S)cc1
  -1.3, -3, 0.9, -0.7, 1, -3, 0.6, 0, 0.1, 0, 4
Clc1ccc(CNCc2cccs2)c(Cl)c1
  -1.1, 2, -1.1, -0.7, 1, -1, -1.0, 1, 3.4, -2, -2
COc1ccc(-c2cc(C(=O)N/N=C(\C)c3ccco3)c3ccccc3n2)c(OC)c1
  -0.9, -14, 0.4, -0.2, -211, 4, -1.6, -1, -0.3, -120, -2
Cc1c(C(=O)NCc2ccc3c(c2)OCO3)oc2ccc(S(=O)(=O)N3CCCCCC3)cc12
  -1.8, 5, 0.1, -0.2, 3, 4, -1.0, 1, -2.7, 2, 0
Cc1ccc(-n2c(SCC(=O)c3c(N)n(C4CC4)c(=O)[nH]c3=O)nnc2N2CCOCC2)cc1
  -0.8, -3, -1.0, 2.3, 3, -1, 0.0, 4, -1.4, 2, 0
COc1ccc(C2SCCN2C(=S)Nc2ccc(F)cc2)cc1 (stereo not given)
  -0.4, -4, -0.6, -0.3, 0, -2, -0.3, 0, 2.9, -1, 0
COc1cnc(-c2ccccn2)nc1Sc1ccc(F)cc1
  -1.8, 2, -2.0, -1.3, -1, -1, -0.7, -1, -4.7, 0, -1
CC1(C)CC(NS(=O)(=O)c2ccc(S(=O)(=O)N3CCOCC3)cc2)CCO1 (stereo not given)
  -0.7, 3, -0.1, 0.8, -2, -2, -0.7, 1, -1.3, -3, -4
CCOC(=O)C1=C(c2ccccc2)c2ccccc2N(S(=O)(=O)C(F)(F)F)C1C(=O)OCC (stereo not given)
  -1.5, -7, -2.6, -1.9, -4, 6, -2.6, -7, -3.4, -4, 1
COCCN(CCOC)S(=O)(=O)c1ccc(C(=O)Nc2c(C)n(C)n(-c3ccccc3)c2=O)cc1
  -1.4, -4, 0.5, 1.0, -10, -7, -0.1, 4, -4.7, -2, 0
CCC(C)N(NC(C)=O)c1nc(Cl)nc(NC(C)(C)C)n1 (stereo not given)
  0.2, -6, 2.2, -0.4, 2, -4, 0.2, -1, 3.1, -2, 1
CN(CC(=O)Nc1cccc(F)c1)C(=O)C1CSC2(C)CCC(=O)N12 (stereo not given)
  -0.5, 0, -0.5, -0.8, -8, -1, -1.6, -1, -1.1, 3, 0
COc1ccccc1N(C)S(=O)(=O)c1ccc(C(=O)NC(C)c2ccccc2)cc1 (stereo not given)
  -1.4, -2, -0.5, -0.2, -8, 0, 0.2, -4, -0.4, 2, -1
c1ccc(OCc2nn3c(-c4cccnc4)nnc3s2)cc1
  -1.8, -2, -2.4, -0.6, 0, 3, -0.3, 1, -2.4, 0, -3
Cc1cc(C(=O)NNC(=O)Nc2ccc(Cl)cc2)no1
  -0.5, 0, 1.2, ·, -6, -3, 0.4, 5, -1.0, 1, -2
CC(C)COc1ccccc1C(=O)NC(CO)C(=O)O (stereo not given)
  -1.4, -2, 1.3, -1.2, 0, -3, -0.3, -1, 1.8, -2, -2
COC(=O)COc1cc2ccccc2cc1C(=O)Nc1ccccc1
  -1.1, -3, 1.9, -1.1, -55, -2, -0.4, 6, -2.9, -1, 1
S=C(NCc1ccc(Cl)cc1)Nc1ccccc1Cl
  -0.8, 4, -0.1, 0.1, 1, -3, -0.5, 1, 0.0, 2, -1
CCOC(=O)C1=CC[C@@H](c2ccccc2)N(S(=O)(=O)c2ccc(C)cc2)[C@H]1/C=C/c1ccccc1
  -1.4, 0, -0.8, ·, -1, -1, -1.4, -7, 1.7, -1, -1
CC1CCC(NC(=O)c2cccc(S(=O)(=O)N3CCOCC3)c2)CC1 (stereo not given)
  -1.0, -1, -0.5, 2.7, -1, 7, 0.4, 2, 2.4, 0, -2
CC(=NNC(=S)N1CCCC1)c1ccccn1
  -1.3, -5, -0.2, -3.7, -12, 5, -6.4, -2, 0.4, -6, -6
CN(C(=O)COC(=O)c1n[nH]c2ccccc12)c1ccccc1
  -1.2, -1, -0.4, -1.2, -2, 0, 0.3, -1, -0.1, -2, 2
CNC(=O)c1c(NC(=O)C(C)C)sc2c1CCC2
  -1.6, -3, -0.9, -0.1, -1, 0, -0.3, -2, 0.0, 3, -4
CCC/C=C1/CCCOC(C(=O)NCc2ccc(S(C)(=O)=O)cc2)(C(F)(F)F)C1 (stereo not given)
  -0.9, -1, -1.6, 0.0, 4, -3, -0.3, 2, 0.3, 0, 1
O=C(OCn1nnc2ccccc2c1=O)c1ccco1
  -1.1, 1, -0.9, 0.4, 4, 14, -0.6, -3, -3.0, 4, 0
N#Cc1nc(-c2ccco2)oc1NCCCn1ccnc1
  -1.2, -76, -1.2, 0.2, -44, 0, -0.4, -5, 0.9, -35, 1
Nc1ccccc1SC(CC(=O)c1ccccc1)c1ccc([N+](=O)[O-])cc1 (stereo not given)
  0.1, -2, 1.9, 0.8, -6, -1, -1.2, -5, 4.7, -4, -1
COc1ccc([C@H]2CC(=O)c3c(O)cc(O)cc3O2)cc1O
  -1.1, -1, 0.3, 2.0, -7, -1, 1.3, 5, 2.6, 0, -5
O=C(O)c1ccc(CNC(=O)c2ccc3c(c2)OCCO3)cc1
  -0.9, -3, 1.3, 3.7, -5, 7, -0.5, 3, -1.1, 0, -2
CCN(CC)C(=O)Cn1cc(S(=O)(=O)CC(=O)N2CC(C)OC(C)C2)c2ccccc21 (stereo not given)
  -1.1, -7, -0.8, 3.7, -8, 3, 0.8, 3, -1.6, 0, -2
NC(=O)C1CCN(Cc2nc(-c3ccccc3)no2)CC1
  -1.5, 0, 0.5, 1.0, 5, 2, 0.1, 2, -2.0, 5, -1
O=C(Cc1n[nH]c(=O)c2ccccc12)Nc1cccc(S(=O)(=O)N2CCCCCC2)c1
  -2.1, -3, -2.4, -1.0, -4, 2, -2.6, 2, -4.7, -1, -2
O=C1N/C(=N/O)S/C1=C\c1ccccc1-n1cccn1
  -1.6, 0, -0.9, -0.1, -59, 0, 0.3, 1, -0.2, -32, -5
Cc1cccc(-c2n[nH]nc2C2=CC(=O)CC(C)(C)C2)c1
  -1.0, -6, -0.9, 1.9, -18, 3, -0.9, -2, 0.3, -9, -2
O=C(NCCc1ccccc1)OCc1cn(-c2cccc(F)c2F)nn1
  0.0, -9, -0.4, ·, -1, 5, 0.7, 8, 2.0, 1, -3
CCCCC(O)(c1ccc(OC)cc1)C(CN1CCOCC1)c1ccccc1 (stereo not given)
  -1.5, -2, -1.7, -0.2, 0, 4, -0.3, -4, -2.0, 4, -1

# 8 consecutive entries already listed, quoted:
# Screens in order: ssDAF-12 act, ADAM17 inh, hcDAF12 agonist, DAX1 inh-1, PLC-beta3 inh, Rev-erbA mod, DAX1 inh-2, MBD2 inh, hgDAF-12 ag, PLCg1 inh, SMARCA2 act
COCCNC(=O)CN1C(=O)NC2(CCCc3cc(OC)ccc32)C1=O (stereo not given)
  -1.3, -2, -1.6, 1.9, -3, 0, -0.1, -1, -0.6, -15, -2
Cc1cc(=O)oc2cc(OCC(=O)Nc3ccc4[nH]c(=O)[nH]c4c3)ccc12
  -0.5, -7, 0.7, 1.2, -11, 5, 0.5, 2, -1.8, -2, -1
Cc1ccc(CSc2nnc(CCCCCNC(=O)OC(C)(C)C)o2)cc1
  -2.0, -1, -2.1, -0.8, -6, 0, -0.3, 3, -0.9, -4, -7
Cc1nn(C)cc1/C=C/C(=O)c1ccc(O)cc1
  -0.8, -2, 3.4, 1.4, 1, 0, 1.5, -8, 11*, 6, 7
CCC1(COC(NC(=O)c2cccnc2)(C(F)(F)F)C(F)(F)F)COC1
  -1.6, -5, -1.3, 0.3, 3, -2, 0.0, -5, -2.5, 2, -2
Cc1ccc(/C=C/C(=O)OCC(=O)Nc2ccc3[nH]c(=O)[nH]c3c2)o1
  -1.3, -3, -0.6, 1.5, -10, 6, -0.5, 1, 0.3, -4, -2
O=C(CCCc1ccccn1)c1ccccc1
  0.4, 0, 7.7*, 0.5, 1, -2, 5.6*, 3, 18*, 0, 4
COc1cc2c(cc1NC(=O)COC(=O)CNC(=O)c1ccccc1)oc1ccccc12
  -0.5, -9, 2.7, 1.7, -5, 9, 2.0, 1, 6.8, 0, 4
